Rad51 HR inh = human RAD51 strand exchange inhibitors, primary screen, biochemical, fluorescence. AID 1385, 2008. 200,000 compounds, 0.085% hits. hRad51 DNA strand exchange, fluorescence dequenching. DNA repair protein RAD51 homolog 1 (Homo sapiens), Q06609. inhibition, % at 10 µM;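 active means inhibition above 40% at the single screening dose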;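 further: 0% = DMSO control wells and 100% = blanks with heterologous ssDNA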
Target sequence (Q06609 whole entry, looked up): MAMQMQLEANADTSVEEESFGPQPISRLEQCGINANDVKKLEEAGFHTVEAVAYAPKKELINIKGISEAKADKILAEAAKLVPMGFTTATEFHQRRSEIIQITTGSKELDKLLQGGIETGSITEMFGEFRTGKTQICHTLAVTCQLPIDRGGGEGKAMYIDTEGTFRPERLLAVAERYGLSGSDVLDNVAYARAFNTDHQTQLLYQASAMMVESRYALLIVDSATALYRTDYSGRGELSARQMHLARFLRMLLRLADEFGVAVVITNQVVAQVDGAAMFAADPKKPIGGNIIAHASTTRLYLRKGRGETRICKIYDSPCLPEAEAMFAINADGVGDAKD
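Material: human Rad51–ssDNA filaments; Probe or stimulus: labelled 47-mer dsDNA for strand exchange; Doses: single 10 µM dose; Incubation: 37 °C 15-min filament assembly, 30-min compound preincubation, 15-min exchange; Technique: FRET fluorescence dequenching, excitation 485 nm, emission 520 nm; Measure: Fluorescence-based percent inhibition, control- and blank-normalised; Benchmarks: plate control and blank wells.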
L929 necroptosis = inhibitors of zVAD-triggered necroptosis, primary screen, L929 cells | L929 zVAD necroptosis rescue, ATP luminescence, 24 h; with zVAD 60 µM | AID 1377, 2008 | viability rescue, % at 10 µM | 220,000 compounds, 0.38% hits;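 active means activation, scaled between plate controls, above about 75%, limit read from the data; inactive means activation under that limit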;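 further: 0% = zVAD with DMSO and 100% = DMSO alone without zVAD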
eIF4E 4G PPI = eIF4E–eIF4G protein interaction inhibitors, primary screen, biochemical, uHTS, TR-FRET, eIF4GI fragment | Eukaryotic translation initiation factor 4E (Mus musculus) + Eukaryotic translation … | TR-FRET eIF4E-eIF4GI(517-606) binding, 2 h | inhibition, % at 21.7 µM | 220,000 compounds, 0.37% hits | AID 782, 2007;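 active means inhibition above about 30%, limit read from the data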;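 further: 0% = full FRET control wells and 100% = background wells lacking eIF4GI fragment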
PERK inh = block of dimerizer-induced PERK translation repression, primary screen, PERK inhibitor project, CHO PERK-DD cells, SEAP luminescence, HTS | 220,000 compounds, 0.17% hits | AID 1416, 2008 | inhibition, % at 5.6 µM | CHO PERK-DD fusion, SEAP luminescence translation reporter | Eukaryotic translation initiation factor 2-alpha kinase 3 (Homo sapiens), Q9NZJ5;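 active means inhibition above the mean inhibition of all tested compounds plus 3 SD, set separately per screening campaign, cut at about 2.9% in these data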;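 further: PERK kinase domain activated by AP20187 dimerizer at 100 nM; 0% = DMSO with dimerizer and 100% = rapamycin at 8.4 µM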
Calpain2 inh = inhibitors of pig calpain II, primary screen, biochemical, fluorogenic peptide substrate, 1536-well; purified calpain II, 30 min; inhibition, % at 16 µM; 220,000 compounds, 0.37% hits;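 active means inhibition above about 50%, limit read from the data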
TNF death inh = inhibitors of TNF-alpha triggered necroptosis, primary screen, cell-based, Jurkat FADD-/-, single concentration; AID 463075, 2010; activation (protection from cell death), % at 10 µM; Jurkat FADD-/- TNF necroptosis rescue, ATP luminescence, 24 h; 0 = TNF only, 100 = no-TNF cells; 220,000 compounds, 0.068% hits;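 active means activation, meaning protection from cell death, of at least 50% relative to plate controls; inactive means activation below 50%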;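 further: necroptosis triggered by 40 ng/mL TNF-alpha added together with compound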
MDM2 E3 inh = MDM2-luciferase reporter signal enhancers, primary screen, MDM2 E3 ligase inhibitor project, cell-based, luminescence, 1536-well | cell-based MDM2 ubiquitination luciferase reporter, 2 h; 0 = plate control, 100 = twice control, blank-subtracted | E3 ubiquitin-protein ligase Mdm2 (Homo sapiens), Q00987 | signal enhancement, % at 5 µM | 210,000 compounds, 0.11% hits;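 active means signal enhancement of 30% or more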;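 further: luminescence tracks abundance of the self-degrading MDM2-luciferase fusion protein; higher signal means inhibition of MDM2 E3 ligase activity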
Target sequence (Q00987 whole entry, looked up, the tested form may be a part): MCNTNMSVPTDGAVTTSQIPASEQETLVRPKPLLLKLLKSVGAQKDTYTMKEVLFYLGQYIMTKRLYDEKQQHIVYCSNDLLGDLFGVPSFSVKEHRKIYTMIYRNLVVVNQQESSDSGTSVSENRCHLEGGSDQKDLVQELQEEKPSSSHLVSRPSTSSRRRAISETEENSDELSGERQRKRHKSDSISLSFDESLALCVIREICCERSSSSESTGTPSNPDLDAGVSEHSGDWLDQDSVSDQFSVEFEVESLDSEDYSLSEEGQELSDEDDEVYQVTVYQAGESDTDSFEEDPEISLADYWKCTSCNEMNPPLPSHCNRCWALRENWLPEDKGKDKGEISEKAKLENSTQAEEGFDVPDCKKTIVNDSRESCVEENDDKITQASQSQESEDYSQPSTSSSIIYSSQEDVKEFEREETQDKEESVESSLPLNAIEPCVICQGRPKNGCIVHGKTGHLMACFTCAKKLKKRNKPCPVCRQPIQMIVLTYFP
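test system = mammalian cells stably expressing self-ubiquitinating, self-degrading MDM2 E3–luciferase fusion | quantity = 2000 cells/well | incubation = cell settling 4 h, compound treatment 2 h, both 37 °C | signal = luminescence with SteadyLite reagent, 15 min at room temperature | evaluation = % enhancement relative to plate controls after blank subtraction | benchmarks = plate controls and plate blanks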
KCC2 mod = KCC2 cotransporter modulators, thallium flux, primary screen, cell-based, HEK293 KCC2, FluoZin-2 fluorescence, MLSMR | 190,000 compounds, 2.2% hits | KCC2 cells, thallium flux FluoZin-2 fluorescence | Solute carrier family 12 member 5 (Homo sapiens), Q9H2X9 | B-score of Tl+ flux slope (higher = more flux/activation; lower = inhibition) at 10 µM;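 active means thallium flux slope and its plate-corrected score both differing from the plate sample mean at a set confidence after two filtering rounds, in either direction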;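 further: slope of fluorescence scaled to starting intensity during 10 to 20 s after thallium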
EBV gp42 block = Epstein-Barr virus gp42 inhibitors, primary screen, biochemical, uHTS, fluorescence polarization; Glycoprotein 42 (Epstein-Barr virus (strain AG876)), Q1HVG2; Fluorescence polarization binding assay, mP read-out; inhibition, % (tested at 21.74 µM); 220,000 compounds, 0.42% hits; AID 1085, 2008; in the data active means inhibition above about 50%
Target sequence (Q1HVG2 whole entry, looked up): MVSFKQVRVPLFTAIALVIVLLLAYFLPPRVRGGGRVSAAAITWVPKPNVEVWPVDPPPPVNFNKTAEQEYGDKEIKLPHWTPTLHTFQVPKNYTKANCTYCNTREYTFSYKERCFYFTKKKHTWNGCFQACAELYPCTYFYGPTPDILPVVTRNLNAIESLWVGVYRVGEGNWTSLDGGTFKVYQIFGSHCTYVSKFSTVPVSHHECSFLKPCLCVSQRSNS
Active calls of the source: *; / = no result given; [ ] = another dose, or the depositor's remark.

SMILES	Rad51 HR inh	L929 necroptosis	eIF4E 4G PPI	PERK inh	Calpain2 inh	TNF death inh	MDM2 E3 inh	KCC2 mod	EBV gp42 block
COCCNC(=O)Cn1cc2c(n1)CCC(C)C2 (configuration not stated)	0	0.6	3[fluorescence artefact?]	/	0	0.7	-2	0.038	-25
Cc1ccccc1C1=NC(C(F)(F)F)(C(F)(F)F)c2c(n(-c3ccc(F)cc3)c(=O)[nH]c2=O)N1	-32	-0.8	-2	0.3	-5	1.1	-5	-1.8	-15
O=C(NCCc1c[nH]c2ccccc12)/C(=C\c1cccs1)NC(=O)c1ccccc1	-7	-0.8	-6	0.5	9	-0.6	-7	-1	-34
Cc1cccc(OCC(=O)N/N=C\c2cn(C)c3ccccc23)c1	14	11	1	0.2	-89	0.2	-7	-0.068	-15
CO/N=C\CC(=O)Nc1ccc(F)cc1	0	-0.2	7	0.8	22	-0.7	-9	/	-6
Cc1ccc(SCC(=O)N2CC(C)OC(C)C2)cc1 (configuration not stated)	-3	0.0	-4	-0.8	-7	-0.4	-1	/	-5
Cc1cc(NC(=O)c2cc(-c3ccccn3)nc3ccccc23)no1	-3	2.1	2	-0.7	-3	1.5	-13	-0.62	3
CC1(C)CC(=O)C(/C=N/c2ncccc2C(=O)O)=C(O)C1	1	0.9	10	-0.7	-26	1.4	-18	/	0
CCc1ccc2[nH]c(=O)c(C(c3nnnn3Cc3ccco3)N3CCC(C)CC3)cc2c1 (configuration not stated)	-8	-1.6	11	0.2	-11	-1.9	-10	/	-2
CCc1ccc(N(C2C=CS(=O)(=O)C2)S(=O)(=O)c2ccc(C)cc2)cc1 (configuration not stated)	/	-1.5	1	-0.5	19	1.4	-6	0.35	-3
C=CCn1cc(C(C)=O)c(=O)[nH]c1=O	-7	2.1	2	0.1	-15	0.8	-14	-1.4	7
Cc1cccc(C)c1Nc1c(-c2ccsc2)nc2ncccn12	-4	-0.2	2[fluorescence artefact?]	-0.8	19	0.1	-4	-0.12	7
O=C(NCCSc1ccc(Cl)cc1)c1ccc(CN2CCOCC2)cc1	3	2.0	-2	-0.1	-10	0.1	-15	/	1
O=C(O)c1ccccc1-c1nc2ccccc2[nH]1	7	2.0	-1	0.8	6	-0.8	-27	-0.28	3
CCS(=O)(=O)NC(C)C(c1cccs1)N1CCN(c2ccc(OC)cc2)CC1 (configuration not stated)	-3	1.1	4	0.7	14	2.1	-8	0.24	-21
O=C(OCc1nnc(-c2ccccc2)o1)c1ccc(Cl)cc1	8	0.3	-2	1.2	3	-0.2	0	0.0067	-16
O=C(O)CCC(=O)NNC(=O)COc1ccc(Cl)cc1Cl	11	3.3	0	0.3	-26	0.7	-12	-0.14	2
O=c1cc(-c2ccc([N+](=O)[O-])cc2)nc2cc(-c3ccc(F)cc3)[nH]n12	-6	1.4	13[fluorescence artefact?]	0.7	19	0.8	-12	-0.84	18
O=C(N/N=C/c1ccc(O)cc1)c1cc(C23CC4CC(CC(C4)C2)C3)[nH]n1	/	3.6	-6	1.0	-18	-3.0	-6	0.21	9
CC(=O)C1=C(O)C(=O)N(CCN(C)C)C1c1ccc(Cl)cc1 (configuration not stated)	1	0.8	-1	1.3	2	-3.3	8	-0.25	-4
COc1cc(/C=C2/S/C(=N/S(=O)(=O)c3ccccc3)NC2=O)c([N+](=O)[O-])cc1OC	3	0.6	2[fluorescence artefact?]	0.3	-124	0.5	-15	/	-10
Cc1ccc(C(C)C)c(OCc2ccc(C(=O)N/N=C/c3ccc(O)cc3O)cc2)c1	-5	13	4	-0.5	-12	-7.9	-4	-0.076	-26
O=C(O)c1ccc(Cl)c(S(=O)(=O)Nc2cccc(C(=O)Nc3cccc(C(F)(F)F)c3)c2)c1	0	4.4	4	0.4	-112	1.1	1	0.89	-16
CCOc1ccc(N2CC(C(=O)Nc3cccc(C)c3C)CC2=O)cc1 (configuration not stated)	7	-0.1	-3[fluorescence artefact?]	1.4	9	-0.7	-1	-1.3	16
Clc1ccc(-c2nc3ccccc3[nH]2)cn1	-10	0.0	6	0.3	-93	-4.1	-14	0.0016	-3
Cc1ccc(CSc2nnc(-c3cccs3)n2C)cc1	-3	0.4	7[fluorescence artefact?]	1.0	-6	-1.0	-5	/	1
COc1ccc(S(=O)(=O)N(C)CC(=O)Nc2ccccc2C(F)(F)F)cc1	-2	-0.1	-4	-0.4	-8	1.8	-18	0.61	-15
CC(=O)CSc1nnc2cc(C)c3ccccc3n12	2	1.8	-1	0.1	-14	-2.8	-13	-0.012	-18
CCNc1nc(NCC)nc(N/N=C/c2ccc([N+](=O)[O-])o2)n1	2	1.2	0[fluorescence artefact?]	-0.1	-21	14	-20	-0.65	-14
CC1CCN(CCNC(=O)C2CCCN(S(=O)(=O)c3cccc4nonc34)C2)CC1 (configuration not stated)	-11	0.8	0	-0.9	-29	1.9	-9	/	-8

Some of the entries so far, comma-delimited.
smiles,Rad51 HR inh,L929 necroptosis,eIF4E 4G PPI,PERK inh,Calpain2 inh,TNF death inh,MDM2 E3 inh,KCC2 mod,EBV gp42 block
CCOc1ccc(N2CC(C(=O)Nc3cccc(C)c3C)CC2=O)cc1 (configuration not stated),7,-0.1,-3[fluorescence artefact?],1.4,9,-0.7,-1,-1.3,16
O=C(NCCSc1ccc(Cl)cc1)c1ccc(CN2CCOCC2)cc1,3,2.0,-2,-0.1,-10,0.1,-15,/,1
COCCNC(=O)Cn1cc2c(n1)CCC(C)C2 (configuration not stated),0,0.6,3[fluorescence artefact?],/,0,0.7,-2,0.038,-25
CCc1ccc(N(C2C=CS(=O)(=O)C2)S(=O)(=O)c2ccc(C)cc2)cc1 (configuration not stated),/,-1.5,1,-0.5,19,1.4,-6,0.35,-3

Next section:
SMILES	Rad51 HR inh	L929 necroptosis	eIF4E 4G PPI	PERK inh	Calpain2 inh	TNF death inh	MDM2 E3 inh	KCC2 mod	EBV gp42 block
CC(=O)N1CCC(=NNC(=O)CSc2cc(C)c(Br)cc2C)CC1	-1	1.4	2[fluorescence artefact?]	0.9	-4	1.3	-8	0.24	-21
Cc1ccccc1C(=O)N1CCC(C(=O)Nc2nccs2)CC1	-4	-2.8	1	0.5	20	1.2	-10	1.1	-4
CCOC(=O)c1c(N)n(-c2ccc(N)cc2)c2nc3ccccc3nc12	/	/	4	-0.6	-14	-0.1	-2	-0.063	-4
COc1cccc(NC(=O)Cc2cccs2)c1	-11	1.6	-9	0.8	-28	9.9	-8	/	-2
O=c1cc(CN2CCN(c3ccccc3O)CC2)nc2sccn12	-7	-0.6	-2	-0.1	-123	-1.0	-11	0.056	17
O=C(CN1CCN(c2ccccn2)CC1)Nc1ccc(Cl)c(C(F)(F)F)c1	6	-0.1	-8	-0.3	36	-2.7	-18	0.63	-4
COc1ccccc1C1/C(=C(/O)c2ccc(C)cc2)C(=O)C(=O)N1CCN1CCOCC1 (configuration not stated)	-1	0.1	1[fluorescence artefact?]	0.0	5	0.9	-11	-0.56	-5
c1ccc2c(c1)nc(-c1ccncc1)n1nnnc21	2	0.0	1	-0.7	-3	-1.7	-7	0.013	-8
COc1cc2c3c(c1OC)C1(C=CC(=NO)C=C1)CC3N(C(C)=O)CC2 (configuration not stated)	6	-0.1	-1	0.4	-22	-5.5	-14	0.27	-18
COc1cccc(C(=O)Nc2nnc(-c3cccs3)s2)c1	8	0.0	-20	-0.6	-46	0.0	-25	0.11	-17
CCOC(=O)c1ccc(-n2c(CN3CCN(CCO)CC3)nc3ccc([N+](=O)[O-])cc3c2=O)cc1	-12	-0.1	5	1.9	-19	-0.6	-1	-0.45	-10
COc1cccc(/C=N/NC(=O)CNC(=O)COc2cccc(C)c2)c1O	-15	3.2	2	0.9	-21	-14	-4	-0.95	-21
O=C(Nc1cccc(Cl)c1Cl)C1CC(=O)N(c2ccc(Br)cc2)C1 (configuration not stated)	3	2.0	2	1.2	-7	-0.8	5	-0.13	-5
NC(=O)NCCCC(NC(=O)c1ccc(C#CC2(O)CCCCC2)cc1)C(=O)O (configuration not stated)	-7	-0.6	2	0.2	26	-0.2	-7	-0.49	-11
CCCCC(=O)N1CCN(c2ccc(OC)cc2[N+](=O)[O-])CC1	8	0.1	-10	1.1	-6	1.4	-2	-0.007	5
CC1CCCCN1C(=O)c1cccc(NC(=O)c2ccccc2)c1 (configuration not stated)	-3	-0.1	4	0.6	7	1.7	-24	/	-19
Fc1cccc(NC(=S)NCCc2ccccc2)c1	21	-0.1	3[fluorescence artefact?]	0.3	-1	-3.8	-2	-0.64	-5
O=C(Nc1ccc2c(c1)OCCO2)c1cccnc1Oc1ccccc1	13	0.3	3	-0.1	4	1.3	3	-1.3	-16
COC(=O)CCCNC(=O)c1ccc2[nH]c(C)c(C)c2c1	3	1.5	-2	0.2	33	0.7	-8	-0.57	-8
CCN(CC)S(=O)(=O)c1cc(C(=O)N2CCc3ccccc32)ccc1Cl	/	-0.8	-14	-0.7	-32	-6.6	-13	-1.6	-10
CC1=C(C(=O)N(C)C)C(c2cccs2)NC(=O)N1 (configuration not stated)	-5	1.0	4[fluorescence artefact?]	-0.3	-14	0.2	2	-0.27	-21
O=C(COC(=O)c1ccc(NS(=O)(=O)c2cccs2)cc1)NCc1ccco1	-5	0.3	20	1.2	-32	-8.2	/	-0.65	67*
COC(=O)C1=C(C)NC(=O)CC1c1cccc(OC)c1OC (configuration not stated)	-4	-0.6	-3	1.0	10	1.3	-6	0.13	-19
NC(=O)C1CCN(C(c2ccccc2)c2nnnn2C2CCCC2)CC1 (configuration not stated)	-1	1.1	-2	-0.7	-36	-0.4	-7	0.16	-13
O=C(CN1CCN(c2ccccn2)CC1)NC1CCCC1	-3	0.3	-3	-0.8	3	-1.5	-2	-0.14	-4
CCOC(=O)C1=C(Nc2cccc(Cl)c2)OCC1=O	3	0.2	-9[fluorescence artefact?]	-0.1	-19	-5.0	3	-0.017	-10
CC(C)N1CCN(Cc2cccc(-c3ccco3)c2)CC1CCO (configuration not stated)	-167	-0.5	0	1.1	-11	0.8	-2	0.092	-10
N#CC1=C(C=Nc2ccccc2O)CCC1	4	0.3	0	1.1	2	-1.5	-12	-0.57	-3
C/C(=N\NC(=S)NCc1ccccc1)c1ccc(Br)cc1	7	1.1	-1	0.5	18	0.2	1	1.6	-5

Screening results deposited in PubChem by several laboratories.
